# OXTR agonist: activates the human oxytocin receptor. CHO-OTR cells, Fluo-8 calcium fluorescence; normalized: DMSO 0%, oxytocin 100%. 320,000 compounds, 0.32% hits. activation, % at 3 µM;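 active = activation above the mean of all tested compounds plus 3 SD, cutoff set per screening run, cut at about 20% in these data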;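 note: peak over basal fluorescence ratio from a 100 s FLIPR kinetic read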
# Target sequence (P30559 whole entry, looked up): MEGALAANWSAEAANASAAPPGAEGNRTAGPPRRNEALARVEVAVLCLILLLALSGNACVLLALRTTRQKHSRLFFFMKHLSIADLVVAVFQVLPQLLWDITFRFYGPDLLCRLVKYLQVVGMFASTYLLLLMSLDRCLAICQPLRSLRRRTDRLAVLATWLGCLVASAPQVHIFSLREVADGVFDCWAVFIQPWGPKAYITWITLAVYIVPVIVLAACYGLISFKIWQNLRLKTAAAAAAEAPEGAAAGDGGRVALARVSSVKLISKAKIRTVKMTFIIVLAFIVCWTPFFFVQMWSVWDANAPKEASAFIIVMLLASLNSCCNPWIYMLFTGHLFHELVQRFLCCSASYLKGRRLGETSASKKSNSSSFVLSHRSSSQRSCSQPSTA
# V1aR counter: V1a receptor agonism, counter-screen for OXTR agonists; P37288; CHO-V1R cells, Fluo-8 calcium fluorescence, agonist mode; 0% DMSO, 100% 3 nM vasopressin; activation, % at 3 µM; 320,000 compounds, 0.25% hits; AID 2797;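 active = activation above the mean activation of all tested compounds plus 3 SD, per screening run, cut at about 20% in these data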;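 note: signal is peak over basal fluorescence ratio across a 100 second FLIPR read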
# PHOSPHO1 inh: PHOSPHO1 (human) inhibition. Q8TCT1. recombinant PHOSPHO1, absorbance phosphatase assay. inhibition, % at 13.3 µM. 290,000 compounds, 1.1% hits. AID 1565; in the data active = inhibition above about 60%
# Target sequence (Q8TCT1 whole entry, looked up): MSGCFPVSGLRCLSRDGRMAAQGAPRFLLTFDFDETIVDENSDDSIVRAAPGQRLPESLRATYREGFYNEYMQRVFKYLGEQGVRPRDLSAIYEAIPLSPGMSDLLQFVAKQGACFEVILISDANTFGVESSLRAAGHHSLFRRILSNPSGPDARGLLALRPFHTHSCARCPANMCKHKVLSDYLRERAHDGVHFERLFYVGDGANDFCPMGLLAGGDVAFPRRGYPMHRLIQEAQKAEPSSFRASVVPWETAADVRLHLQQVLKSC
# HCV NS3 hel inh: inhibitors of Hepatitis C virus NS3 helicase | NS3 helicase DNA unwinding, Cy5 molecular beacon fluorescence | inhibition, % at 10.9 µM | 290,000 compounds, 0.56% hits | AID 1800;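 active = inhibition above the mean of all tested compounds plus 3 SD, set per campaign, cut at about 35% in these data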;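 note: 0% = DMSO wells and 100% = thioflavine S control wells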
#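 Assay system: hepatitis C virus NS3 helicase domain fragment enzyme. Also added: annealed dual-labelled DNA beacon duplex, ATP-started. Timing: 1 h reaction at 25 °C, ATP-initiated. Technique: Cy5 fluorescence at 0 and 60 min, beacon hairpin quenching. Evaluation: % inhibition of unwinding. Replication: one well per compound.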
# FID counter: counter-screen for HCV NS3 helicase inhibitors: DNA intercalator displacement. DNA fluorescent intercalator displacement, fluorescence. inhibition, % at 7.9 µM. AID 1845. 290,000 compounds, 0.17% hits; in the data active = inhibition above about 37%;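 note: 0% = vehicle and 100% = reference compound; higher means more ethidium bromide displaced from hairpin DNA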
# GPR7 antag: blocks human GPR7 receptor signaling. P48145. GPR7-expressing cells, fluorescence antagonist assay. inhibition, % at 4.4 µM. 290,000 compounds, 1.1% hits; in the data active = inhibition above about 16%, passing the limit was not always enough;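 note: cells stimulated with the agonist NPW; 0% = agonist with vehicle and 100% = vehicle without agonist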
# Target sequence (P48145 whole entry, looked up): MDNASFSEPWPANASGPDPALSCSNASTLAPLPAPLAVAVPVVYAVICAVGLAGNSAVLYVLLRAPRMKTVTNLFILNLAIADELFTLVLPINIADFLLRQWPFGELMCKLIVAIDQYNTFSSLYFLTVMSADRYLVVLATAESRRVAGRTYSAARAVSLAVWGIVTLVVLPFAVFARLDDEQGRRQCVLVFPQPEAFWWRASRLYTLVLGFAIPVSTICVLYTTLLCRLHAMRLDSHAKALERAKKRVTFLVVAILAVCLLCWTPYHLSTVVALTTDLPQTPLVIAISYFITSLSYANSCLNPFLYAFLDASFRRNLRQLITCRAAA
# IMP-1 inh: blocks Pseudomonas aeruginosa IMP-1 metallo-beta-lactamase. purified IMP-1, nitrocefin hydrolysis, epi-absorbance fluorescence. inhibition, % at 5.6 µM. 290,000 compounds, 0.45% hits;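 active = inhibition above the mean plus 3 SD of all compounds in the same screening run, cut at about 4.5% in these data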;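 note: 0% = IMP-1 with DMSO and 100% = DMSO wells lacking enzyme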
#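 System: Purified recombinant IMP-1 metallo-beta-lactamase enzyme | Measured by: Fluorescence quenching readout, ex 480/em 530 nm | Replication: Singlicate | Incubation: 15 min preincubation plus 25 min reaction at 25 °C | Evaluation: Percent inhibition from optical density relative to buffer-blank wells | Benchmarks: DMSO with and without IMP-1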
# VIM-2 inhibitor: inhibitors of Pseudomonas aeruginosa VIM-2 metallo-beta-lactamase | purified VIM-2, nitrocefin hydrolysis, epi-absorbance fluorescence | inhibition, % at 5.6 µM | 290,000 compounds, 0.89% hits | AID 1527;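 active = inhibition above the mean of all tested compounds plus 3 SD, cutoff set per screening run, cut at about 7.5% in these data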;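 note: red hydrolysis product quenches plate fluorescence so inhibitors raise well fluorescence; 0% = enzyme with DMSO and 100% = DMSO without enzyme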
# GalR3 antagonist: human GalR3 antagonism; inhibition, % at 3 µM; 360,000 compounds, 0.44% hits; HEK293 GalR3-CNG cAMP membrane potential fluorescence; galR3 body fused to GalR1 C-terminus; O60755;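 active = inhibition above the screen-wide average plus 3 SD, cut at about 13% in these data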;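 note: forskolin and galanin both at EC90 stimulate the cells; cAMP rise reported by CNG channel membrane potential dye signal; 0% = forskolin plus galanin with DMSO and 100% = forskolin alone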
# An asterisk follows results filed as active; / = no result given.
SMILES	OXTR agonist	V1aR counter	PHOSPHO1 inh	HCV NS3 hel inh	FID counter	GPR7 antag	IMP-1 inh	VIM-2 inhibitor	GalR3 antagonist
Cc1cccc(Nc2c3c(nc4ccccc24)CCC3)c1	2.5	7.6	-1	-25	5	-11	-3.5	6.6	-3
CCOC(=O)C/C(C)=N\Nc1nc(-c2ccccc2)cs1	-1.5	0.5	20	7	-14	-2	-3.1	-0.3	0
Cc1ccc(S(=O)(=O)NC(=O)c2ccc(F)cc2)c(C)c1	0.9	-0.1	38	6	-8	-22	-1.2	-1.4	-1
CCN(Cc1ccccc1)S(=O)(=O)c1cc(C(=O)NC2CCCCCC2)ccc1OC	-1.2	1.2	-2	-1	-34	8	-1.8	0.2	-7
S=C(Nc1ccccc1)Nc1ccc(Br)cn1	-1.4	-1.0	4	-6	2	-3	-3.0	-1.6	-6
O=C1c2ccccc2C(O)(Cc2ccccc2)N1CCCN1CCOCC1 (stereo unspecified)	1.1	1.3	-3	0	-2	-4	-4.2	-4.0	-3
CCCCNC(=O)CCNS(=O)(=O)c1ccc(C)cc1	2.6	2.4	1	3	5	1	-2.5	-1.4	-4
CCn1cc(CN2CCC(n3nccc3NC(=O)c3ccccc3C)CC2)c(C)n1	0.0	0.3	26	1	-1	-15	0.9	1.6	0
O=C(CN1CCN(c2ccccc2F)CC1)c1ccc(O)cc1O	1.2	0.5	22	-1	-11	-6	-2.2	-0.2	-8
CCCc1nnc(NC(=O)C23CC4CC(CC(C4)C2)C3)s1	/	/	14	-29	-14	19	-1.7	-1.8	-2
CCCC(=O)Nc1c(O)c2ccccc2[nH]c1=O	0.9	0.1	9	2	0	-1	-3.1	-2.8	2
Cc1onc(-c2c(Cl)cccc2Cl)c1C(O)c1ccc(F)cc1 (stereo unspecified)	-1.9	-0.9	27	-3	-11	-1	-4.4	-3.8	-8
COCC(C)n1c(SCc2ccc(OC)c(F)c2)nc2ccccc2c1=O (stereo unspecified)	/	/	-11	-1	-30	-6	-1.4	-3.5	-6
COC(=O)C1=C(N)Oc2cc(C)n(Cc3cccnc3)c(=O)c2C1c1ccc(OC)c(OC)c1OC (stereo unspecified)	-0.2	0.4	14	-1	-3	-10	-2.5	-1.2	-3
COc1ccc(NC(=O)C(=O)NCCN2CCN(C(=O)c3ccc(C)cc3)CC2)cc1	1.4	3.0	-12	10	-34	-10	-2.9	-1.8	-9
O=C(COC(=O)c1ccc[nH]c1=O)NCCc1ccc(Cl)cc1Cl	-0.1	-0.6	-8	3	1	-5	-2.5	-2.3	0
CCn1cc(C(=O)Nc2ccc(OC)c(OC)c2)c2cc(OC)c(OC)cc2c1=O	-1.5	-1.4	8	0	-24	-1	-2.3	-1.4	0
Cc1nn(CC(O)COc2ccc3c(c2)CCC3)c(C)c1C (stereo unspecified)	0.3	0.3	7	-2	-45	-12	-3.7	-4.5	-3
O=C(CN1CCCCC1)Nc1cccc(Cl)c1	0.1	0.1	8	22	3	-11	-1.2	0.3	-3
COC(=O)c1cn(CCC#N)nc1-c1ccc2ccccc2c1	-0.7	-0.1	25	-2	-10	6	-3.3	-0.1	-10
CCN(c1ccc(NC(=O)COC(=O)c2ccc(C)c(S(=O)(=O)N3CCOCC3)c2)cc1)C(C)C	2.1	0.6	46	0	-3	1	-1.7	-1.6	-3
CC(=O)c1cccc(NC(=O)N2CCCC2C(=O)NCc2ccccc2)c1 (stereo unspecified)	1.1	0.1	-8	-4	5	1	-2.1	-4.5	-1
COc1cc(/C=N/NC(=O)c2nnn(-c3nonc3N)c2C(C)C)ccc1OCc1ccccc1	3.3	7.2	28	-19	-15	-9	-0.4	0.2	4
O=c1[nH]c(=O)n(-c2ccc(F)cc2)c2c1C(C(F)(F)F)(C(F)(F)F)N=C(c1ccc(F)cc1)N2	16	12	-8	2	0	-6	-5.5	-3.4	1
CCCCN(C)C(=O)c1nc2ccccn2c1CNCCCn1ncc2ccccc21	-0.6	-0.5	17	-11	5	7	-2.5	-1.7	-7
O=C(O)c1cccc2c1C(=O)N(Cc1ccccc1)C2	-0.1	1.8	14	0	-7	1	-2.2	-1.1	2
COC(=O)c1ccc(C(=O)OC)c(NC(=O)c2cc3ccccc3o2)c1	/	/	/	10	-6	0	1.8	-2.5	/
CCc1ccccc1NC(=O)CCS(=O)(=O)c1ccc(C)cc1	-1.4	-0.4	33	-3	-9	-2	-3.8	-3.9	-1
CCOC(=O)c1c(NC(=O)CCN2C(=O)c3ccccc3C2=O)sc(C(=O)OC(C)C)c1C	-0.3	-0.1	42	13	-2	-14	-1.0	-4.1	-4
OCC1CCCCN1CCNCc1cn[nH]c1-c1cccc2ccccc12 (stereo unspecified)	5.0	0.4	36	-28	9	2	-2.7	-1.4	-7
O=c1[nH][nH]c(=O)c2c(NS(=O)(=O)c3ccccc3)cccc12	-0.1	0.4	30	-15	-1	-15	-0.9	-1.9	-7
Cc1cc(C)c(S(=O)(=O)O)c(C)n1	-0.1	1.2	1	-10	1	-13	-1.8	-2.5	-4
COc1ccc(CCNC(=O)COC(=O)CCC(=O)c2ccc(F)cc2)cc1OC	-0.3	-1.4	9	-16	-22	-9	-1.2	-1.4	-6
O=C(CCc1nnc(CCCCc2ccccc2)o1)NCc1cc(F)ccc1F	-1.3	0.6	5	3	-45	-2	-2.4	-3.6	-5
CC1Cc2ccccc2N1Cc1nc2cc(Cl)ccc2c(=O)[nH]1 (stereo unspecified)	-0.4	-0.2	-3	3	-11	-2	-3.3	-3.4	5
CC(=O)Nc1cc([N+](=O)[O-])ccc1N1CCOCC1	0.0	0.4	-29	7	3	-5	-0.5	1.2	-2
CC1CC(C)CN(CCCn2c(=S)[nH]c3ccccc3c2=O)C1 (stereo unspecified)	-0.1	0.3	22	4	6	9	-2.3	-3.6	-3
CCOC(=O)c1cc2cc(C)ccc2[nH]1	5.3	4.5	-32	-2	2	-11	-1.9	-0.2	-7
COc1cc(C(=S)N2CCCC2)cc(OC)c1O	0.7	0.4	76*	3	-1	-8	-4.4	0.0	-4
CCc1nnc(NC(=O)c2ccncc2)s1	0.4	0.6	-42	3	-5	2	-3.7	-3.2	-4
COc1ccc(OC)c(NC(=O)CCn2c(=S)[nH]c3ccccc3c2=O)c1	-0.5	-1.0	44	5	-15	-6	2.5	-2.6	-7
CN(C)c1ccc(Nc2ncnc3ccc(Br)cc23)cc1	-2.0	3.5	-47	3	-2	-26	-2.1	0.5	-8
Cc1ccccc1OCc1ccc(C(=O)N2CCOCC2)o1	0.1	-0.5	11	-2	-14	7	-5.3	-0.6	-10
COc1ccc(Sc2nc3ccccc3n3c(C(F)(F)F)nnc23)cc1	0.7	0.5	6	0	-1	3	0.7	-1.4	-5
O=[N+]([O-])c1cccc(N/N=C/c2cc([N+](=O)[O-])ccc2O)c1	4.1	4.1	-4	12	5	-1	-3.6	-2.5	-2
CN(C1CCS(=O)(=O)C1)S(=O)(=O)c1ccc(N2CCCC2=O)cc1 (stereo unspecified)	0.7	0.1	1	13	1	4	-2.9	-3.3	-9
COCCn1c(=NC(=O)CSC(C)=O)sc2cc(OC)ccc21	-2.4	-0.6	26	19	-23	3	-1.9	-1.9	/
O=C(NC1CCCCCCC1)c1ccco1	-0.5	0.3	14	-8	-1	0	1.3	-2.3	-3

# An excerpt from above in order of the VIM-2 inhibitor value, largest number first:
compound	PHOSPHO1 inh	HCV NS3 hel inh	GPR7 antag	IMP-1 inh	VIM-2 inhibitor	GalR3 antagonist
CN(C)c1ccc(Nc2ncnc3ccc(Br)cc23)cc1	-47	3	-26	-2.1	0.5	-8
O=[N+]([O-])c1cccc(N/N=C/c2cc([N+](=O)[O-])ccc2O)c1	-4	12	-1	-3.6	-2.5	-2
CC1CC(C)CN(CCCn2c(=S)[nH]c3ccccc3c2=O)C1 (stereo unspecified)	22	4	9	-2.3	-3.6	-3

# Compound profiles, as listed above.
# CC1CC(C)CN(CCCn2c(=S)[nH]c3ccccc3c2=O)C1 (stereo unspecified) is listed as OXTR agonist: -0.1; V1aR counter: 0.3; PHOSPHO1 inh: 22; HCV NS3 hel inh: 4; FID counter: 6; GPR7 antag: 9; IMP-1 inh: -2.3; VIM-2 inhibitor: -3.6; GalR3 antagonist: -3
# COc1cc(C(=S)N2CCCC2)cc(OC)c1O is listed as OXTR agonist: 0.7; V1aR counter: 0.4; PHOSPHO1 inh: 76*; HCV NS3 hel inh: 3; FID counter: -1; GPR7 antag: -8; IMP-1 inh: -4.4; VIM-2 inhibitor: 0.0; GalR3 antagonist: -4

# Next records follow:
SMILES	OXTR agonist	V1aR counter	PHOSPHO1 inh	HCV NS3 hel inh	FID counter	GPR7 antag	IMP-1 inh	VIM-2 inhibitor	GalR3 antagonist
O=C(CN1C2=NCCN2c2ccccc21)N1CCOCC1	0.6	0.2	-2	7	-2	2	-2.8	-2.1	2
Cc1csc(NC(=O)CCc2c(C)nc3cc(-c4cccc(F)c4)nn3c2C)n1	1.0	0.1	-11	3	-5	1	-3.1	-2.0	-2
CN(C)c1cc(O)c(C(=S)Nc2ccccc2)c(N(C)C)c1	-1.2	0.2	-4	-14	-3	1	-0.3	-2.6	0
CC(CN(C)Cc1ccccc1)OC(=O)c1ccc2c(c1)OCCO2 (stereo unspecified)	-2.9	-1.8	-4	4	-1	-6	-2.8	-2.5	0
O=C(Nc1nc(-c2ccncc2)cs1)c1ccc(S(=O)(=O)N2CCOCC2)cc1	8.3	6.5	-6	4	-1	2	-2.9	-2.5	0
Cc1cc(C)c2c(n1)SCC(=O)N2CC(=O)Nc1cc(F)ccc1F	-0.7	0.7	18	2	-6	-3	-2.2	-2.2	/
CC(Oc1ccc(F)cc1F)C(=O)NNC(=S)NCC1CCCO1 (stereo unspecified)	0.0	0.2	-2	8	-11	8	-6.2	-4.9	-2
Cc1ccc(/C=N/n2c(-c3ccccc3)n[nH]c2=S)cc1	-2.4	-0.5	-32	0	-22	-17	-6.4	-2.6	-12
CCn1cnc2c1c(=O)n(CC(=O)OC(C)C(N)=O)c(=O)n2Cc1ccccc1 (stereo unspecified)	1.0	0.2	-26	-12	-12	-9	-0.7	0.6	-3
CC1CCN(Cc2c(C(=O)N/N=C/c3ccc(C(C)(C)C)cc3)nnn2-c2nonc2N)CC1	0.4	0.5	44	-21	-3	2	-0.4	-0.5	-8
CCOC(=O)C1=C(C)Nc2nnnn2C1c1ccccc1Cl (stereo unspecified)	-0.9	-0.2	9	-1	-4	-6	-5.2	-2.3	0
Cn1ncc2c(Nc3cccc([N+](=O)[O-])c3)ncnc21	0.3	0.4	18	27	17	15	1.8	1.9	-2

# Not a hit list; any-hit rate near 4.3%.
